NOD1 inhibition – NOD1 signaling inhibitors, primary screen, cell-based, luminescence, uHTS (AID 1578). NOD1-driven NF-kB luciferase reporter cells, luminescence; higher % means a stronger effect. inhibition, % at 4 µM; hits with a dose series show EC50 in µM. actives 1% (n = 290,000); in the data active = inhibition mostly above about 36%, no sharp cut-off; inactive = mostly below about 34%;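 also: HEK-293T reporter cells stimulated with the NOD1 agonist gamma-tri-DAP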
GPR35 arrestin U2OS – GPR35 antagonists blocking zaprinast-driven arrestin recruitment, primary screen, imaging, U2OS, beta-arrestin-GFP, zaprinast agonist (AID 2058); G-protein coupled receptor 35 (Homo sapiens); U2OS GPR35 beta-arrestin-GFP translocation imaging, zaprinast antagonism; higher % means a stronger effect; inhibition, % at 10 µM; hits with a dose series show IC50 in µM; actives 0.052% (n = 290,000);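 active = inhibition of at least 50% with at least 30 cells and total cytoplasm GFP at most 10,000,000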
KOR beta-arrestin-1 – KOR antagonists, beta-arrestin recruitment, cell-based, luminescence, uHTS (AID 1778). KOR beta-arrestin recruitment, luminescence, antagonist mode; higher % means a stronger effect. inhibition, % at 10 µM; hits with a dose series show IC50 in µM. actives 0.091% (n = 290,000); in the data active = inhibition above about 50%; also: strong numbers were not always called active
GPR55 activation – GPR55 agonists via beta-arrestin recruitment, primary screen, imaging, U2OS cells, beta-arrestin-GFP redistribution (AID 1961); G-protein coupled receptor 55 (Homo sapiens); U2OS GPR55 beta-arrestin-GFP redistribution imaging; higher % means a stronger effect; activation, % at 10 µM, or EC50 in µM where a hit was titrated; actives 0.048% (n = 290,000);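 active = activation above 40% with more than 50 cells counted in the well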;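 also: U2OS osteosarcoma cells stably expressing GPR55 and beta-arrestin-GFP; plate controls were DMSO negative control for no effect and LPI positive control for full effect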
West Nile antiviral – West Nile virus antiviral activity, cell-based, CPE readout (AID 1621) | one-dose CPE inhibition, % at 10 µM; IC50 in µM for titrated hits | actives 0.02% (n = 290,000) | West Nile virus-infected cells, CPE inhibition; higher % means a stronger effect; in the data active = a potency from the dose series; also: strong numbers were not always called active
GPR55 LPI antagonism – GPR55 antagonists blocking LPI-driven arrestin recruitment, primary screen, imaging, U2OS, beta-arrestin-GFP, LPI agonist (AID 2013); G-protein coupled receptor 55 (Homo sapiens); U2OS GPR55 beta-arrestin-GFP translocation imaging, LPI antagonism; higher % means a stronger effect; one-dose inhibition, % at 10 µM; IC50 in µM for titrated hits; actives 0.13% (n = 290,000);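 active = spots per cell inhibited over 60%, with over 100 cells counted and total cytoplasm intensity under 500,000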;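 also: U2OS cells stably carrying GPR55 and arrestin-GFP stimulated by 5 µM LPI near EC80; imaged beta-arrestin-GFP aggregate spots per cell after agonist stimulation; plate controls were LPI-stimulated DMSO wells for no effect and DMSO wells without LPI for full effect; some results filed as inactive read as strong as hits; confirmed hits need IC50 under 10 µM and bright autofluorescent wells are also inconclusive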
Dengue-2 NS5 capping – Dengue-2 NS5 methyltransferase inhibitors, primary screen, biochemical, confirmation dose response (AID 588689); Genome polyprotein (Dengue virus type 2 (strain 16681-PDK53)); Dengue-2 NS5 methyltransferase capping enzyme assay, biochemical; higher % means a stronger effect; inhibition, % at 25 µM, or IC50 in µM where a hit was titrated; actives 0.3% (n = 340,000); in the data active = a potency from the dose series
HIV fusion peptide – inhibitors of HIV fusion peptide binding, primary screen, biochemical, uHTS, fluorescence dequenching (AID 1986). cell-free peptide binding, fluorescence dequenching, 30 min; higher % means a stronger effect. one-dose inhibition, % at 20 µM; IC50 in µM for titrated hits. actives 0.3% (n = 290,000); in the data active = inhibition mostly above about 52%, no sharp cut-off; inactive = mostly below about 76%; also: some results filed as inactive read as strong as hits
KOR beta-arrestin-2 – KOR agonists, beta-arrestin recruitment, primary screen, cell-based, luminescence, uHTS (AID 1777); KOR beta-arrestin recruitment, luminescence; higher % means a stronger effect; actives 0.02% (n = 280,000); one-dose activation, % at 10 µM; EC50 in µM for titrated hits; Kappa-type opioid receptor (Homo sapiens); in the data active = activation above about 50%, passing the limit was not always enough; also: a part of the inactive calls stands beside numbers as strong as those of hits
Dengue-2 NS5 capping pilot replicate – second read-out of Dengue-2 NS5 capping, no call of its own (marks repeat the call); inhibition, %; measured here: pilot screen replicate inhibition
* hit, by the source's call; . = not tested or not shown; & = joins results of further samples; [ ] = another dose, or the depositor's remark.

The first nine entries, ahead of the listing:
SMILES	NOD1 inhibition	GPR35 arrestin U2OS	KOR beta-arrestin-1	GPR55 activation	West Nile antiviral	GPR55 LPI antagonism	Dengue-2 NS5 capping	HIV fusion peptide	KOR beta-arrestin-2	others
COc1ccc(-c2cc(C(F)(F)F)nc(S(=O)(=O)CCC(=O)N3CCOCC3)n2)cc1	85%	2%	42%	3.9%	0.4%	4%	-8%	1.0%	-3.7%
CCOC(=O)N1CCN(CCC(=O)Nc2cc(C)ccc2C)CC1	-12%	26%	-4%	-0.2%	-0.4%	-2%	-7%	1.0%	4.0%	Dengue-2 NS5 capping pilot replicate=-2.4
O=C(CSc1nncc2ccccc12)Nc1ccccc1	-8%	-11%	10%	-0.1%	-0.1%	2%	13%	0.8%	-3.0%
CSc1ccccc1C(=O)C1CCCN(C(=O)c2ccc(N3CCOCC3)cc2)C1 (stereo unspecified)	-32%	-12%	-36%[20 µM]	0.2%	-1.8%	0%	-9%	-0.9%	4.3%
Cc1ccc(C(=O)NNC(=O)c2ccc3ccccc3c2O)cc1	-6%	-2%	-29%[20 µM]	0.0%	-0.6%	-2%	.	2.4%	-2.9%
O=c1c2ccccc2cnn1Cc1cccc(Br)c1	-12%	1%	-26%[20 µM]	0.2%	0.0%	2%	-2%	0.6%	.
COc1ccc(N2CCN(C(=O)CSc3nnc4n3C(C)(C)Cc3ccccc3-4)CC2)cc1	6%	10%	-52%	-0.1%	-0.6%	9%	-1%	-4.0%	4.2%
CC1CCCN(S(=O)(=O)c2cc(Cl)ccc2Cl)C1 (stereo unspecified)	-3%	-6%	-19%	-0.1%	0.9%	-8%	6%	-0.2%	7.3%
COc1ccc(C(=O)Nc2cccc(C(=O)N3CCCCC3)c2)cc1	-29%	0%	-7%	-0.1%	-0.2%	-11%	-9%	-0.5%	0.1%

All compounds of this part (from the top)
SMILES	NOD1 inhibition	GPR35 arrestin U2OS	KOR beta-arrestin-1	GPR55 activation	West Nile antiviral	GPR55 LPI antagonism	Dengue-2 NS5 capping	HIV fusion peptide	KOR beta-arrestin-2	others
COc1ccc(-c2cc(C(F)(F)F)nc(S(=O)(=O)CCC(=O)N3CCOCC3)n2)cc1	85%	2%	42%	3.9%	0.4%	4%	-8%	1.0%	-3.7%
CCOC(=O)N1CCN(CCC(=O)Nc2cc(C)ccc2C)CC1	-12%	26%	-4%	-0.2%	-0.4%	-2%	-7%	1.0%	4.0%	Dengue-2 NS5 capping pilot replicate=-2.4
O=C(CSc1nncc2ccccc12)Nc1ccccc1	-8%	-11%	10%	-0.1%	-0.1%	2%	13%	0.8%	-3.0%
CSc1ccccc1C(=O)C1CCCN(C(=O)c2ccc(N3CCOCC3)cc2)C1 (stereo unspecified)	-32%	-12%	-36%[20 µM]	0.2%	-1.8%	0%	-9%	-0.9%	4.3%
Cc1ccc(C(=O)NNC(=O)c2ccc3ccccc3c2O)cc1	-6%	-2%	-29%[20 µM]	0.0%	-0.6%	-2%	.	2.4%	-2.9%
O=c1c2ccccc2cnn1Cc1cccc(Br)c1	-12%	1%	-26%[20 µM]	0.2%	0.0%	2%	-2%	0.6%	.
COc1ccc(N2CCN(C(=O)CSc3nnc4n3C(C)(C)Cc3ccccc3-4)CC2)cc1	6%	10%	-52%	-0.1%	-0.6%	9%	-1%	-4.0%	4.2%
CC1CCCN(S(=O)(=O)c2cc(Cl)ccc2Cl)C1 (stereo unspecified)	-3%	-6%	-19%	-0.1%	0.9%	-8%	6%	-0.2%	7.3%
COc1ccc(C(=O)Nc2cccc(C(=O)N3CCCCC3)c2)cc1	-29%	0%	-7%	-0.1%	-0.2%	-11%	-9%	-0.5%	0.1%
Cc1ccc(S(=O)(=O)CCc2ccccn2)cc1	-29%	-18%	1%	0.0%	-0.1%	8%	-2%	1.4%	-2.1%
Cc1ccsc1/C=C1\SC(N2CC(C)OC(C)C2)=NC1=O (stereo unspecified)	-33%	-2%	-31%	0.5%	-0.7%	3%	-9%	1.1%	3.7%
O=C1C(Cl)=C(N2CCCCCC2)C(=O)N1c1ccc(Br)cc1	-37%	15%	-51%[20 µM]	-0.3%	-0.9%	12%	5%	3.7%	2.2%
Cc1cc(C2(c3cc(C)c(NC(=O)CN4CCOCC4)c(C)c3)CCCCC2)cc(C)c1NC(=O)CN1CCOCC1	-4%	-12%	-24%	0.3%	-0.2%	0%	.	-2.4%	-0.1%
COc1cc(CC(=O)N/N=C/c2ccccc2)c([N+](=O)[O-])cc1OC	61%	-9%	-40%	-0.1%	-0.5%	-1%	.	-1.1%	2.4%
C[C@H](CCC(=O)O)[C@H]1CC[C@H]2[C@@H]3[C@H](O)C[C@@H]4C[C@H](O)CC[C@]4(C)[C@H]3C[C@H](O)[C@]12C	-12%	-15%	-4%[20 µM]	-0.1%	0.2%&-0.2%	6%	2%&1%&-2%	-0.7%	-3.7%
CCN1CCN(CCOc2cccc(Oc3ccccc3)c2)CC1	-22%	11%	-46%[20 µM]	0.3%	0.2%	11%	-5%	-0.5%	-10%
O=C(CCl)N(C/C=C/c1ccccc1)c1ccc2c(c1)OCCO2	54%*	6%	-32%	0.1%	0.2%	12%	0%	-2.8%	-2.5%
N/N=C(\c1ccccc1)c1cc(Br)ccc1N	-18%	-6%	-18%	-0.1%	-1.1%	2%	.	0.3%	-0.8%
CCn1c(CC(=O)Nc2ccc(C)cc2)nnc1SCC(=O)N1CCOCC1	6%	46%	9%	-0.2%	0.7%	0%	1%	0.1%	-3.6%
O=C(c1ccc(Cl)cc1)c1ccc(OCC(O)CN2CCOCC2)cc1 (stereo unspecified)	-6%	14%	13%	0.0%	-0.6%	-6%	-3%	-3.3%	-3.3%
O=C(CCc1c[nH]c2ccccc12)NCCc1ccc(Cl)cc1	-29%	4%	-14%	0.1%	-0.5%	-1%	-4%	-0.3%	2.6%
CC1CC(C)CN(CCCNC(=O)C2CCC(=O)N2C2CCCC2)C1 (stereo unspecified)	29%	22%	21%	-2.0%	-0.7%	6%	-5%	0.6%	-2.6%
COc1ccc(-c2cc(C(F)(F)F)nc(SCC(=O)N(C)Cc3cnn(C)c3C)n2)cc1OC	-20%	6%	-11%	1.2%	-0.4%	-3%	6%	-1.6%	6.9%
CCOC(=O)C1(Cc2ccccc2)CCN(Cc2cnn(CC)c2)CC1	-20%	12%	-7%	0.4%	-0.8%	3%	-5%	1.0%	3.5%
c1ccc(CSc2ncnc3c2sc2nc(N4CCOCC4)c4c(c23)CCCC4)cc1	24%	8%	10%	-2.3%	1.5%	11%	-2%	-2.0%	-3.7%
(further entries)
SMILES	NOD1 inhibition	GPR35 arrestin U2OS	KOR beta-arrestin-1	GPR55 activation	West Nile antiviral	GPR55 LPI antagonism	Dengue-2 NS5 capping	HIV fusion peptide	KOR beta-arrestin-2	others
C/C(=N\NC(=O)c1nnn(-c2nonc2N)c1CSc1ccccc1)c1ccco1	-6%	4%	-32%	-0.2%	0.3%	-4%	1%	-0.4%	1.8%
O=C(Nc1ccc(OC(F)(F)F)cc1)c1cnccn1	14%	-4%	-4%	0.0%	0.0%	5%	7%	-1.9%	7.2%
O=C(NCCCc1ccccc1)Nc1ccccc1	-30%	8%	20%	0.2%	0.3%	7%	-4%	2.7%	4.6%
COc1ccc(/C=C/C(=O)NC(=S)N2CCCCC2)cc1OC	6%	-6%	-23%	-0.2%	-0.9%	10%	1%	1.2%	-0.2%
CCOc1ccc(-c2nnc(SCC(=O)N3CCN(c4ccccc4)CC3)o2)cc1	-5%	-20%	11%	-0.1%	0.0%	13%	-4%	-1.6%	-2.6%
O=C1c2cc(N3CCCC3)c([N+](=O)[O-])cc2C(=O)N1c1ccccc1	5%	14%	33%	0.1%	0.4%	12%	3%	0.2%	6.5%
O=C(CCSc1ccccc1)NCCN1CCOCC1	-13%	-13%	-12%	0.8%	0.3%	12%	-2%	2.1%	-2.0%
O=C(c1ccccc1)N1CCN(c2ncccn2)CC1	9%	2%	-23%[20 µM]	-0.1%	1.1%	16%	.	0.6%	-0.6%
CC(=O)NCCN1C(=O)C2C3c4ccccc4C(c4ccccc43)C2C1=O (stereo unspecified)	-19%	-11%	1%	-0.1%	-0.3%	10%	1%	4.0%	-1.7%	Dengue-2 NS5 capping pilot replicate=1.2
Cc1cc(=O)[nH]c(SCC(=O)NNC(=O)Cc2ccccc2)n1	-32%	-2%	-12%	0.7%	1.6%	-8%	4%	-1.5%	4.9%
CC(C)NC(=O)CSc1nc(-c2ccccc2)cs1	-38%	-8%	-2%	0.1%	-0.9%	6%	0%	3.7%	1.8%
O=C(CSc1ccc2nnc(-c3ccccn3)n2n1)Nc1ccc(F)cc1F	10%	8%	-6%	0.0%	-0.9%	-5%	-2%	-1.3%	11%
CSc1nc(NCC(C)C)c2c3c(sc2n1)CN(C)CC3	8%	0%	-22%	-0.1%	-1.0%	6%	6%	5.6%	0.1%
COc1ccc(NC(=O)c2ccc(-c3nn(C)c(=O)c4ccccc34)cc2)cc1	-37%	19%	-28%	0.5%	0.4%	-9%	1%	-0.1%	0.9%
CC(=O)c1cccc(NC(=O)NN2CCN(C)CC2)c1	-33%	8%	-8%	0.0%	-0.4%	7%	-10%	1.1%	4.1%
Cc1cc(C)cc(N2C(N)=NC(N)=NC2c2ccccc2F)c1 (stereo unspecified)	-7%	10%	2%	0.7%	0.7%	2%	8%	-0.8%	-0.8%
Cc1nc(N2CCOCC2)nc(N2CCCCC2C)c1[N+](=O)[O-] (stereo unspecified)	8%	5%	21%	0.2%	-0.3%	-14%	-2%	-0.9%	2.5%
Cc1cccc(NS(=O)(=O)Cc2ccccc2)c1C	17%	16%	-25%[20 µM]	0.2%	-0.4%	12%	7%	0.6%	-1.4%
COc1ccc(-n2cnc3scc(-c4ccc(OC)c(OC)c4)c3c2=O)cc1	-10%	19%	1%	0.1%	1.1%	3%	-5%	2.3%	1.3%
COc1ccc(C(=O)NCC(=O)OCC(=O)NCCC2=CCCCC2)cc1	-31%	12%	8%	-0.3%	0.5%	-7%	2%	0.1%	-5.9%
CCOC(=O)N1CCN(C(=O)C(NC(=O)c2ccco2)C(C)C)CC1 (stereo unspecified)	-5%	0%	-27%[20 µM]	0.0%	-0.9%	-4%	4%	-0.6%	0.9%
N#Cc1c2c(c(-c3ccco3)[nH]c1=O)CCCC2	14%	14%	0%	-0.2%	-0.3%	3%	47%	2.3%	4.2%
CCOC(=O)C1=C(N)Oc2c(oc(CO)cc2=O)C1c1ccccc1 (stereo unspecified)	-16%	-5%	22%	-0.3%	0.8%	19%	-1%	-0.8%	-1.3%

From PubChem BioAssay

A portion of the library; rates above refer to the full screens.
